Myeloid diff MLP – induction of myeloid progenitor differentiation, primary screen, cell-based, flow cytometry, MLPCN library. ER-HoxA9 myeloid progenitors, lysozyme-GFP differentiation. 1% of 360,000 active. calls only at 10 µM. AID 624256, 2012;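 active = normalized GFP-positive differentiation at or above the plate's own cutoff, the solvent-only control mean plus 3 SD; inconclusive = no clear call, values can overlap the other calls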;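 also: cells exposed to compound for four days before flow analysis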
T cell HTS – modulators of CD8 T cell-vesicle binding, primary screen, mouse 2C CD8+ T cells, flow cytometry | 2C CD8+ T cell-vesicle binding; active compounds read low | calls only at 7 µM | 0.068% of 330,000 active | AID 2052, 2009;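 active = response, share of CD8 T cells binding vesicles, and their 90th percentile fluorescence all below set limits, cut at about 80% in these data, passing the limit was not always enough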
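Read-out – percent CD8+ FL2 mean versus row control · System – murine 2C transgenic CD8+ T lymphocytes · Times – 1.5 h cell–vesicle binding at 37 °C, then 20 min icy labelling · Control set – naked vesicles low, QL9 vesicles with vehicle high · Detection – cytometric PE anti-B7-1 and Alexa647 anti-CD8 signals after 1% paraformaldehyde fixation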
Lipid droplet – inhibitors of hepatocyte lipid droplet formation, primary screen, imaging, high-throughput imaging, BODIPY stain. AML12 mouse hepatocytes, oleate lipid droplets. inhibition, % at 6.5 µM. 0.4% of 240,000 active;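 active = lipid droplet intensity inhibited by at least 50%, with more than 500 cells counted; inconclusive = wells with under 300 cells, treated as cytotoxic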
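Material: mouse AML12 hepatocyte cell line, fixed after treatment; Timing: compound with oleate, overnight; Technique: high-content imaging of BODIPY-stained droplets and DAPI nuclei; Probe or stimulus: oleate, 100 µM final; Dosing: compound at 6.5 µM only.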
Lipid droplet cells 6.5 µM – recorded beside Lipid droplet, whose call it bears; cell count; measured here: cell count, cytotoxicity flag;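 cells counted across two imaged fields per well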
T cell HTS vesicle-bound % – second read-out of T cell HTS, no call of its own (marks repeat the call); double positive events, %; measured here: CD8+ vesicle-bound cell fraction;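 binding gate set so that unloaded-vesicle control wells show 10% double positive cells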
Myeloid diff MLP GFP+ MAC1+ % – recorded beside Myeloid diff MLP, whose call it bears; GFP+ MAC1+ double positive, %; measured here: differentiation confirmed by MAC1 staining
* marks the source's active call; other numbers are inactive results; i = inactive; ? = inconclusive; nt = no result given. An excerpt, so the mix of outcomes need not match the whole.

No.	compound	Myeloid diff MLP	Myeloid diff MLP GFP+ MAC1+ %	T cell HTS	T cell HTS vesicle-bound %	Lipid droplet	Lipid droplet cells 6.5 µM
1	CCn1cc(/C=C(\NC(=O)c2ccccc2OC)C(=O)NCCCN2CCOCC2)c2ccccc21	i	1.2	i	21	-1	749
2	O=C1CCN(CCCc2ccccc2)CCN1[C@H](CO)c1ccccc1	i	1.3	i	14	-2	797
3	O=S(=O)(c1ccccc1)N1CCN(C(=S)NC2CCCC2)CC1	i	1.5	i	19	-42	700
4	Cc1c(C(=O)O)sc2c1c(=O)n(Cc1ccccc1)c(=O)n2C	i	0.5	i	40	-1	824
5	CCc1ccc(NC(=O)CSc2nc3ccccc3nc2N2CCCCC2)cc1	i	2.2	i	30	48	739
6	O=C(NC(Cc1c[nH]c2ccccc12)C(=O)O)c1ccc2c(c1)OCO2 (centres undefined)	i	0.6	i	60	5	854
7	Cc1ccc[n+](CC(=O)Nc2ccc(N(C)C)cc2)c1	i	0.1	i	49	-18	830
8	CCCC(=O)Nc1c2c(nn1-c1ccc(F)cc1)CS(=O)(=O)C2	i	0.1	i	44	-7	813
9	CCc1ccc(NC(=O)c2cc(C)no2)cc1	i	0.5	i	64	7	821
10	CCN(CC)C(=O)Oc1cc2c(-c3cc4cccc(OC)c4o3)cc(=O)oc2cc1C	i	2.1	i	13	-38	639
11	Cc1cc(Cl)c(OCCCNC2CCCC2)c(Br)c1	i	0.9	i	58	-24	732
12	COc1cccc(NC(=O)c2cnc(SC)nc2C)c1	i	0.4	i	26	-14	802
13	COCCCC1CCN(C(=O)c2cc(COc3ccc(C)nc3)on2)CC1	i	1.0	i	32	-17	620
14	O=C(NCc1ccccc1)c1c[nH]c2ccccc2c1=O	i	0.3	i	69	15	775
15	CC1CCCCN1C(=O)CCNS(=O)(=O)c1ccc2c(c1)c(=O)n(C)c(=O)n2C (centres undefined)	i	2.4	i	7	-28	727
16	O=C(Nc1nonc1-c1ccc(F)cc1)c1ccco1	i	1.9	i	17	0	783

Three entries out of the list above, sorted by the value under T cell HTS vesicle-bound %, lowest first.
| nr | mol | T cell HTS vesicle-bound % |
| --- | --- | --- |
| 10 | CCN(CC)C(=O)Oc1cc2c(-c3cc4cccc(OC)c4o3)cc(=O)oc2cc1C | 13 |
| 12 | COc1cccc(NC(=O)c2cnc(SC)nc2C)c1 | 26 |
| 11 | Cc1cc(Cl)c(OCCCNC2CCCC2)c(Br)c1 | 58 |

Next part:
No.	compound	Myeloid diff MLP	Myeloid diff MLP GFP+ MAC1+ %	T cell HTS	T cell HTS vesicle-bound %	Lipid droplet	Lipid droplet cells 6.5 µM
17	CC(=O)N1CCC(C(=O)NCCOc2ccc(C)cc2)CC1	i	2.3	i	33	-1	799
18	Cc1ccccc1NC(=O)CSc1nnc(C)c2ccccc12	i	0.7	i	27	0	811
19	COc1ccc(C(=O)N/N=C\c2ccc(OC)c(COc3ccccc3Br)c2)c(OC)c1	i	0.6	i	67	-7	774
20	CCOc1ccc(S(=O)(=O)NCc2ccc3c(c2)OCO3)cc1C	i	0.3	i	24	-1	877
21	CCOC(=O)c1sc(NC(=O)Cc2ccccc2OC)nc1C	i	0.3	i	32	-5	841
22	O=C(CCN1N=C(c2ccccc2)CCC1=O)NCC1COc2ccccc2O1 (centres undefined)	i	0.4	i	55	4	714
23	O=C1CCC(C(=O)N2CCSCC2)CN1CCc1cccc(F)c1 (centres undefined)	i	0.7	i	33	-6	786
24	O=C(c1cnn2c(C(F)(F)F)cc(-c3ccc(F)cc3)nc12)N1CCc2ccccc2C1	i	0.3	i	23	-2	852
25	CCN1C(Nc2ccccc2)=NC[C@@H]1Cc1ccccc1	i	1.2	i	37	-2	766
26	COc1cc(Cl)ccc1OCc1cc(C(=O)NCc2cc(C(C)C)no2)no1	i	1.0	i	44	13	706
27	Cc1[nH]c(=O)[nH]c(=O)c1S(=O)(=O)Nc1ccc(F)cc1F	i	0.7	i	31	4	859
28	O=C(NCCc1cccc(Cl)c1)c1ccc2c(c1)OCO2	i	0.8	i	11	-8	857
29	Cc1cc(S(=O)(=O)N2CCCC(N3CCOCC3)C2)c(C)cc1Cl (centres undefined)	i	1.3	i	47	-16	827
30	N#Cc1ccccc1NC(=O)CN1CCOCC1	i	0.3	i	63	0	819
31	COc1ccc(N(C(=O)C(C)C)S(=O)(=O)c2ccc3ccccc3c2)cc1	i	0.4	i	10	-9	742
32	Brc1ccc(-c2ccc(CNCc3ccccn3)o2)cc1	i	0.7	i	66	3	775
33	COc1cccc(NC(=O)Cc2nnc(SCC(=O)NC3CCCCC3)n2C)c1	i	0.0	i	21	-2	846
34	COc1ccc(C(=O)Nc2nc3ccc(OC)cc3s2)cc1	i	0.3	i	61	-1	828
35	COc1ccc(-n2ncc3c(N4CCC(C)CC4)ncnc32)cc1	i	2.4	i	25	0	696
36	O=C(COc1ccc2c3c(c(=O)oc2c1)CCC3)N1CCN(c2ccccc2)CC1	i	1.0	i	28	-7	699
37	CCC(C)(C)NC(=O)CN(C(=O)C(=O)Nc1ccc2c(c1)OCCO2)N1CCOCC1	i	1.7	i	35	7	732
38	O=C(NCCc1ccccc1)C1CCCN1C(=O)Nc1cccc(Cl)c1 (centres undefined)	i	1.0	i	41	-6	802
39	CCC1=Nc2cc(C(=O)NCCCN3CCOCC3)ccc2Sc2ccccc21	i	1.8	i	26	-28	714
40	O=C(CCC(=O)NC1CCCCC1)NCc1ccc(F)cc1	i	0.6	i	27	-1	812
41	COc1ccc(NC(=O)Cn2cnc3sc(C)c(S(=O)(=O)N4CCOCC4)c3c2=O)cc1Cl	i	1.1	i	36	2	785
42	Cn1cc(CNC(=O)C2CCC(=O)N(Cc3ccc(Cl)cc3)C2)cn1 (centres undefined)	i	0.0	i	34	-20	683
43	O=C(CN1C(=O)/C(=C2\SC(=S)N(CCS(=O)(=O)O)C2=O)c2ccccc21)Nc1cccc(Br)c1	i	0.8	i	25	9	837
44	CC1=CC2=NC(=O)CC(C)(C(=O)N(CC(=O)NC3CCCC3)c3ccccc3F)N2C=C1 (centres undefined)	i	0.1	i	44	-4	770
45	COC1CCN(C(=O)C2CCC(=O)N(CCc3cccc(F)c3)C2)CC1 (centres undefined)	i	1.0	i	37	5	715
46	CC(=O)/C=C\c1ccc(OC(=O)c2cccnc2)cc1	i	0.2	i	47	-2	762
47	CCOc1ccc(CCNC(=O)Cn2ccc3cc(S(=O)(=O)N4CCCC4)ccc32)cc1	i	3.8	i	12	-4	638
48	CCOCCCNC(=O)C1CCN(S(=O)(=O)c2ccc3nc4c(c(C(=O)O)c3c2)CCCCC4)CC1	i	0.6	i	7	-1	775
49	CCOc1ccc(S(=O)(=O)N2CCC(C(=O)N3CCc4ccccc4C3)CC2)cc1	i	0.6	i	22	-8	821
50	CC(=O)c1ccc(NC(=O)COc2ccccc2C(=O)Nc2ccccc2)cc1	?	nt	i	67	5	733
51	CCC1CN(C(=O)N2CCC(C(=O)NCCc3ccccc3)CC2)c2ccccc2O1 (centres undefined)	i	1.8	i	13	-8	617
52	Cc1cc(OCCCC(=O)Nc2cccc(-n3cnnn3)c2)ccc1Cl	i	3.2	i	5	11	798
53	CCC12CN(C(=O)c3ccco3)CC(CC)(CN(C(=O)c3ccco3)C1)C2=O	i	1.9	i	38	1	806
54	COC(C(=O)Nc1ccc(NC(=O)C(OC)c2ccccc2)cc1)c1ccccc1 (centres undefined)	i	1.0	i	9	1	734
55	COc1cc(C(=S)N2CCOCC2)cc(OC)c1OC(=O)c1ccc(C)cc1	i	0.4	i	52	-2	850
56	CSc1ncc(CN2CCc3c([nH]c4ccccc34)C2C(C)(C)C)cn1 (centres undefined)	i	0.7	i	56	-17	770
57	COc1ccc(NC(=O)c2cc(-c3ccccc3O)n[nH]2)cc1Cl	i	0.9	i	32	-31	841
58	O=C(c1cc(-c2ccc(Cl)c(Cl)c2)on1)N1CCOCC1	i	4.5	i	18	19	847
59	COc1cccc(CN2CCC(C(=O)N3CCN(Cc4ccc5c(c4)OCO5)CC3)CC2)c1	i	4.2	i	56	6	604
60	O=C(NCC1CCCO1)c1ccc(Cl)c(S(=O)(=O)N2CCCCC2)c1 (centres undefined)	i	1.1	i	53	6	839
61	CN(C)CCCNC(=O)C1(O)c2cc(Br)ccc2NC(=O)N1c1c(F)cccc1F (centres undefined)	i	0.7	i	17	-3	390
62	COc1ccc(/C=C(\NC(=O)c2ccccc2)C(=O)NCc2cccnc2)cc1	i	7.2	i	8	2	832
63	O=C(CCCCCN1C(=O)c2cccc3cccc(c23)C1=O)NCCCO	i	0.5	i	53	-14	776
64	O=CNCCCc1nc2ccccc2n1CCc1ccccc1	i	1.0	i	31	-13	822

Molecules shown so far containing two or more sulfur atoms, in the order listed:
No.	compound	Myeloid diff MLP	Myeloid diff MLP GFP+ MAC1+ %	T cell HTS	T cell HTS vesicle-bound %	Lipid droplet	Lipid droplet cells 6.5 µM
3	O=S(=O)(c1ccccc1)N1CCN(C(=S)NC2CCCC2)CC1	i	1.5	i	19	-42	700
41	COc1ccc(NC(=O)Cn2cnc3sc(C)c(S(=O)(=O)N4CCOCC4)c3c2=O)cc1Cl	i	1.1	i	36	2	785
43	O=C(CN1C(=O)/C(=C2\SC(=S)N(CCS(=O)(=O)O)C2=O)c2ccccc21)Nc1cccc(Br)c1	i	0.8	i	25	9	837

Next structures
No.	compound	Myeloid diff MLP	Myeloid diff MLP GFP+ MAC1+ %	T cell HTS	T cell HTS vesicle-bound %	Lipid droplet	Lipid droplet cells 6.5 µM
65	O=C(NNC(=O)c1ccc(Cl)c([N+](=O)[O-])c1)c1ccncc1	i	0.2	i	30	-3	810
66	COC(=O)c1ccccc1NC(=O)COC(=O)CO/N=C(\C)c1ccc2c(c1)OCO2	i	1.2	i	9	0	811
67	Cc1nc(NC(=O)CSc2nnc(-c3ccncc3)n2C)sc1C	i	1.5	i	42	-7	819
68	COC(=O)c1c(C(=O)OC)c(-c2ccc(F)cc2)n2c1CSC2	i	0.7	i	53	14	821
69	COc1ccccc1NC(=O)Cc1nnc(SCC(=O)Nc2ccc(F)cc2F)n1C	i	2.5	i	43	26	763
70	CC(=O)Cn1ncc(N(C)Cc2ccccc2)c(Cl)c1=O	i	0.5	i	60	-4	776
71	Cc1c(NC(=O)c2cc(-c3ccc(F)cc3)on2)c(=O)n(-c2ccccc2)n1C	i	1.0	i	36	-1	719
72	CCN(CC1CCCO1)C(=O)c1cc(COc2ccccc2SC)on1 (centres undefined)	i	1.2	i	62	-9	792
73	COc1ccccc1N1CCN(S(=O)(=O)c2ccc3c(c2)NC(=O)CS3)CC1	i	3.3	i	39	-13	687
74	COc1cc(C(=S)N2CCN(C(c3ccccc3)c3ccccc3)CC2)cc(OC)c1O	i	0.4	i	54	3	847
75	NC(=O)c1cc(C(=O)Cc2ccccc2)c[nH]1	i	0.9	i	51	4	839
76	O=C(NCC(=O)N1CCN(Cc2ccccc2)CC1)c1ccc(Br)o1	i	0.8	i	31	3	848
77	N=c1c(C(=O)NCC2CCCO2)cc2c(=O)n3ccccc3nc2n1Cc1ccco1 (centres undefined)	i	3.0	i	46	-10	783
78	O=C(NCc1ccncc1)C1CCCN1S(=O)(=O)c1ccc(Cl)cc1 (centres undefined)	i	1.5	i	19	26	849
79	CC1=C(C(=O)Nc2ccccc2C(=O)NCc2ccccc2)SCCO1	i	0.0	i	42	-14	698
80	NC(=O)c1nsc(C(=O)N(CC(=O)NC2CCCC2)c2cccc(C(F)(F)F)c2)c1N	i	0.9	i	22	-2	827
81	O=C(Nc1nc2c(F)c(F)c(F)cc2s1)c1ccco1	i	2.0	i	50	-6	746
82	O=C(/C=C/c1cccc([N+](=O)[O-])c1)N1CCN(Cc2ccccc2)CC1	i	0.3	i	7	8	831
